SW480 rerep: inducers of DNA re-replication in SW480 colon cancer cells. 1.8% of 340,000 active. SW480 DNA re-replication, Hoechst DNA content imaging, 48 h. AID 624297. Potency, µM (titrated, usually from 46.1 µM), inactives show at the top dose re-replication activation, most hits filed as activators; note: potency is the fitted concentration of half-maximal effect; % of control where 0% means no effect; nearly all actives have a fitted effect of over 55% in size
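Per well, 250 cells were exposed to pinned compound for 48 hr. Nuclear DNA was visualised with Hoechst (40 min, 37 C) and total object intensity recorded by fluorescence scanning.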
HT1080 IDH1KD tx: kills HT-1080 cells with IDH1 knockdown | HT-1080 IDH1 knockdown viability, ATP luminescence, 48 h | Potency, µM (highest dose often 46.1 µM), for the others: at the top dose activity, negative = toxicity, actives largely listed as cytotoxic | 2% of 360,000 active | AID 686971;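 note: potency is the fitted concentration of half-maximal effect; 0% = DMSO wells and -100% = cell-free medium wells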
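In this qHTS, HT-1080 cells depleted of IDH1 are exposed for 48 h at 37 °C to compound titrations. Toxicity is scored from CellTiter-Glo luminescence, with DMSO as full viability and medium alone as none.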
KB-3-1 tox: kills parental KB-3-1 adenocarcinoma cells. 1.4% of 400,000 active. KB-3-1 viability, CellTiter-Glo ATP luminescence, 72 h. Potency, µM (titrated, usually from 46.1 µM), without a hit: at the top dose activity change, negative = cytotoxic, most hits filed as cytotoxic. AID 1347075; note: potency is the fitted concentration of half-maximal effect; % is set by controls: 0 for no effect and ±100 for the full control effect; nearly all actives have a fitted effect of over 60% in size
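KB-3-1 cells, DMEM (no phenol red) + 10% FBS; compound by pin transfer, 72 h, 37 °C. Readout: CellTiter-Glo luminescence after 10 min. Data normalized, curve-fitted.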
IL1B secr inh: inflammasome signaling inhibition, IL-1 beta readout; 4.7% of 360,000 active; THP-1 LPS/ATP IL-1B secretion, AlphaLISA, 16 h; stronger effect = lower value; AID 743279; activity change, % at 57.5 µM; in the data active = activity change below about -50%; inconclusive = mostly about -30% to -49%; note: % is set by controls: 0 for no effect and ±100 for the full control effect
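THP-1 cells pretreated 1 hr with compounds (up to 57.5 uM final), then stimulated with LPS (250 ng/mL final) plus ATP (1.25 mM final); secreted IL-1B measured by AlphaLISA after 16 hr, decreased signal indicating inhibition.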
HT1080NT lethal: kills 2HG-producing HT-1080-NT fibrosarcoma cells | 1.6% of 360,000 active | HT-1080-NT fibrosarcoma viability, CellTiter-Glo ATP luminescence, 48 h | Potency, µM (top dose mostly 46.1 µM), inactives show at the highest dose activity, negative = less viability, usual class: cytotoxic;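 note: NT is the 2HG producing partner of a matched IDH1 knockdown line; potency is the fitted concentration of half-maximal effect; 0% = DMSO-treated cells and -100% = media-only wells without cells; nearly all actives have a fitted effect of over 55% in size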
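A 48-hour cytotoxicity screen used HT-1080-NT cells plated 2 hours before compound delivery. ATP-based CellTiter-Glo luminescence measured viability, normalized to DMSO and no-cell controls.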
DRD3 agonist: D3 dopamine receptor (human) agonism | P35462 | max activation, % | D3R DiscoveRx beta-arrestin cells, luminescence, 90 min | AID 652048 | 0.58% of 410,000 active; in the data active = max activation above about 30%; note: 0% is about no effect; mostly tested at two doses, the higher about 12 µM
Target sequence (P35462 whole entry, looked up): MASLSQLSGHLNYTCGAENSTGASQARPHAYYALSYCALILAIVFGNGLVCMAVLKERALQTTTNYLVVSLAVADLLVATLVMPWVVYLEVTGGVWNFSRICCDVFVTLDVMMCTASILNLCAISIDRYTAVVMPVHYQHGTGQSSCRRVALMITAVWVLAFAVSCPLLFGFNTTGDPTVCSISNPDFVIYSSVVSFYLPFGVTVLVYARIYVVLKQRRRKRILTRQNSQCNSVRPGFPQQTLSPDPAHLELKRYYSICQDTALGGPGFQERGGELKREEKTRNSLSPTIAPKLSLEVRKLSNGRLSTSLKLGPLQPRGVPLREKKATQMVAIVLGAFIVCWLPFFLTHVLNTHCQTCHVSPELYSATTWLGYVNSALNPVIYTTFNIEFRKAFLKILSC
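Agonist-mode cell screen: cells plated at 1500/well and incubated overnight at 37 °C, then exposed to library compounds for 90 min at 37 °C. Detection reagent was added for 30–60 min at room temperature, and luminescence was read.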
KB-V1 MDR tox: KB-V1 MDR subline cytotoxicity; Potency, µM (doses to about 46.1 µM), inactives show at the top dose activity change, negative = cytotoxicity, actives largely listed as cytotoxic; KB-V1 MDR cells viability, CellTiter-Glo, 72 h; AID 1347076; 3.4% of 400,000 active; note: potency is the fitted concentration of half-maximal effect; % is set by controls: 0 for no effect and ±100 for the full control effect; nearly all actives have a fitted effect of over 60% in size
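In this primary screen, KB-V1 cells overexpressing P-gp are incubated with library compounds (lowest to highest concentration) for 72 h at 37 degrees C before a luminescent ATP viability read.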
MCF10A rerep: induces DNA re-replication in MCF 10a normal breast cells. MCF 10A DNA re-replication, Hoechst nuclear intensity, 48 h. Potency, µM (top dose mostly 46.1 µM), for inactives: top-dose activity, positive = re-replication, usual class: activators. AID 624296. 2.9% of 350,000 active; note: potency is the fitted concentration of half-maximal effect; % of control where 0% means no effect; nearly all actives have a fitted effect of over 50% in size
GLP1R cytotox: cytotoxicity counter-screen for GLP-1 receptor inverse agonists; HEK293 cAMP-luciferase reporter cells, luminescence, 24 h; Potency, µM (top dose mostly 38.3 µM), inactives show at the top dose activity change, negative = inhibition, hits mostly inhibitors; 0.13% of 410,000 active; AID 624418;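 note: loss of luciferase light is scored as toxicity; potency is the fitted concentration of half-maximal effect; % is set by controls: 0 for no effect and ±100 for the full control effect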
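Cells in DMEM/10% Nu serum/1% pen-strep, 1536-well format. Pre-incubated 12 h, dosed with 23 nL compound, incubated a further 24 h. Luciferase detection, 12 min at room temp, luminescence.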
Numbers without * were called inactive; ? = inconclusive; / = not tested or not shown; & = joins results of further samples; [ ] = another dose, or the depositor's remark. Unless noted, calls come from the whole dose curve; as a rule, active = well fitted curve in the direction sought with a large enough effect; inconclusive = small, poorly fitted or top-dose-only effect, or another doubt; inactive = no such curve, though single readings can be large; an effect the other way counts as inactive or inconclusive.

SMILES	SW480 rerep	HT1080 IDH1KD tx	KB-3-1 tox	IL1B secr inh	HT1080NT lethal	DRD3 agonist	KB-V1 MDR tox	MCF10A rerep	GLP1R cytotox
C[N+]1(C)CCC(OC(=O)C(c2ccccc2)c2ccccc2)CC1	-9%	5%	0%	-15	4%	-87	-1%	-14%	0%
O=c1[nH]c(=O)n(C2CCCCC2)c(O)c1C=NCCCn1ccnc1	-4%	-3%	-5%	-8	-3%	-9	2%	-1%	13%
CCCC1=Nc2cc(C(=O)NCCCN(CC)CC)ccc2Sc2ccccc21	/	/	?	/	/	-18	-12%	/	-20%
CCCCOCCCn1c(N)c(C(=O)OCCOC)c2nc3ccccc3nc21	?	6%	-1%	?	2%	-2	0%	0%	383%[activator]
CC(C)NS(=O)(=O)c1ccc(OCC(=O)N2CCN(Cc3ccccc3)CC2)cc1	-6%	10%	-23%	2	2%	-6	?	?	-1%
Cc1ccc(-c2nc3ccc(Cl)cc3n2OC(=O)N(C)C)cc1	16%	-18%	-6%	-14	-6%	-3	-19%	9%	-14%
CCCCCCNc1nc(OC)nc(N2CC3CC(C2)c2cccc(=O)n2C3)n1 (centres undefined)	-14%[1.84 µM]	-2%	17%	-22	-2%	1	-13%	2%	-23%
CC(CN(C)C1CCN(C)CC1)c1ccccc1 (centres undefined)	?	-2%	-18%	-12	-6%	-7	0%	?	1%
COc1ccc(-c2csc3nc(-c4ccccc4F)oc(=O)c23)cc1OC	?	?	8%	-84*	?	15	3%	8.2µM*	?
CCCCCn1c(=O)c(C(=O)Nc2c(C)n(C)n(-c3ccccc3)c2=O)c(O)c2ccccc21	-2%	?	?	2	-8%	2	2.1µM*	1%	14%

Only SW480 rerep and DRD3 agonist (three entries from above):
Compound | SW480 rerep | DRD3 agonist
CC(C)NS(=O)(=O)c1ccc(OCC(=O)N2CCN(Cc3ccccc3)CC2)cc1 | -6% | -6
Cc1ccc(-c2nc3ccc(Cl)cc3n2OC(=O)N(C)C)cc1 | 16% | -3
O=c1[nH]c(=O)n(C2CCCCC2)c(O)c1C=NCCCn1ccnc1 | -4% | -9

Next part
SMILES	SW480 rerep	HT1080 IDH1KD tx	KB-3-1 tox	IL1B secr inh	HT1080NT lethal	DRD3 agonist	KB-V1 MDR tox	MCF10A rerep	GLP1R cytotox
CN(C)CCN(C(=O)c1ccc(S(=O)(=O)N2CCc3ccccc32)cc1)c1nc2ccc(F)cc2s1	?	-2%	-12%	-21	-2%	-16	8%	5%	10%
CCC[C@H](N[C@@H](CCC)[C@H](O)c1ccccc1)[C@H](O)c1ccccc1	?	-19%	5%	-58*	-18%	-9	7%	?	-28%
CCCCCCCSc1cc(OC)c(CCNC)cc1OC	?	-11%[9.24 µM]	?	-79*	23µM*	-20	18µM*	?	?
O=C1C=CC(=O)C(CNc2ccc(C(=O)OCc3ccccc3)cc2)=C1	?	10µM*	21µM*	-100*	16µM*	-5	21µM*	?	?
CC(C)(C#N)Nc1ccccc1	-2%	9%	7%	15	8%	0	9%	?	14%
CCCCNC(=S)N1CCn2cccc2C1c1cccnc1 (centres undefined)	-4%	-14%	-13%	-11	-10%	-6	-25%	0%	-1%[0.307 µM]
COc1ccc(CCNCc2ccccc2F)cc1	5%	9%	5%	?	0%	-4	15%	-1%	6%
O=C(N/N=C/c1cc(Cl)ccc1O)c1ccncc1	0.65µM*	4.1µM*	?	217	6.5µM*	1	?	?	65%[activator]
CCOC(=O)CN1C(=O)C2(C(C#N)=C(N)Oc3ccccc32)C(C(=O)OC)=C1C (centres undefined)	1%	-1%[9.24 µM]	21%	16	3%	2	-7%	1%	2%
O=C1CC(c2cccnc2)=NN1c1ccccc1	2%	3%	-1%	31	2%	3	3%	0%	-6%
CN1C(=O)C(Cc2cccc3ccccc23)C(=O)N(C)C1=O	0%	2%	-1%	-24	-4%	2	17%	6%	2%
N#CC(c1cccnc1)N1CCOCC1 (centres undefined)	-26%	6%	14%	18	2%	5	24%	0%	0%
COc1ccc2c(C)c(CC(=O)N3C[C@H]4C[C@@H](C3)c3cccc(=O)n3C4)c(=O)oc2c1	-10%	3%	0%	7	3%	3	4%	-3%	2%
O=[N+]([O-])c1oc2ccc3ccccc3c2c1CCO	?	?	?	32	?	2	5.8µM*	5.2µM*	?
NC(=O)c1cc(N2CC2)c([N+](=O)[O-])cc1[N+](=O)[O-]	-22%	-10%	0%	-5	0%	-34	20%	?	2%
COc1ccccc1OCC#CCN1CCCCCC1	-64%[inhibitor]	-3%	-9%	-14	-1%	-20	4%	?	7%
COC(=O)C1=C(c2cccc(OC)c2OC)C[C@@H]2CC[C@H]1N2C(=O)NC1CC1	-46%[inhibitor]	2%	0%	15	6%	3	14%	-14%	6%
COc1ccc(NC(=S)Nc2ncccc2C)c(OC)c1	?	10µM*	7%	-78*	7.1µM*	1	2%	-8%	1%
CCN1CCCC(OC(=O)C(c2ccccc2)c2ccccc2)C1 (centres undefined)	?	15%	0%	-14	7%	-83&-26	-28%	?	-8%
O=C(CF)N(O)c1ccc(C=Cc2ccccc2)cc1	10µM*	?	-20%	-28	-22%	-9	-25%	6.5µM*	?
O=c1[nH]c(=O)n(-c2ccccc2)c(O)c1/C=C/C=Nc1ccccc1	-12%	12%	0%	-17	3%	5	-2%	-76%[inhibitor]	-7%
O=c1[nH]c(CN2CC=C(c3ccccc3)CC2)nc2scc(-c3cccs3)c12	-15%	-9%	2%	14	0%	54*	21%	26µM*	-2%
CS(=O)(=O)c1ccc(C2=C(CNC(=O)c3cccs3)[C@H]3CC[C@@H](C2)N3Cc2ccco2)cc1	/	-3%	0%	-2	1%	-2	1%	/	2%
NC(Cc1ccc(Cl)cc1)c1csc(Nc2cnccn2)n1 (centres undefined)	/	?	0%	?	?	-14	-1%	/	-15%
CCC(=O)Nc1ccccc1	-49%[inhibitor]	4%	0%	0	1%	5	-14%	10%	-10%
Cc1ccc(OCCNC(=O)c2cncc(Br)c2)cc1C	-7%	-1%	?	-1	8%	8	?	14%	?
O=C(O)C(O)(c1ccccc1)C1CCCC1 (centres undefined)	3%	9%	2%	27	10%	0	16%	?	-3%
CNCC(=O)c1ccccc1	?	-7%	-4%	69	-6%	-42	-5%	?	1%
COc1cc(C(=O)OCc2cc(=O)c(O)co2)ccc1OC(F)F	-7%	-21%	1%	-5	?	5	-11%	-2%	0%
COC(=O)C1=C(c2ccc(OC)c(OC)c2)C[C@@H]2CC[C@H]1N2C(=O)NCCO	?	4%	13%	26	4%	5	0%	-3%	-4%
Cc1n[nH]c(C)c1CCN	-5%	10%	13%	6	7%	4	17%	-2%	3%
N#Cc1c(N2CCNCC2)nc(-c2ccco2)c2c1CCCC2	3%	-6%	-7%	-16	-14%	6	-18%	?	-8%
COC(=O)C1=C(c2ccc(OCc3ccccc3)cc2)C[C@@H]2CC[C@H]1N2C(=O)NCCCc1ccccc1	14%	-24%	?	-11	-1%	-9	-29%	?	17%
COc1ccc(N2C(=O)NC(=O)/C(=C\c3ccc([N+](=O)[O-])s3)C2=O)cc1	?	-27%	-5%	?	-30%	1	8%	?	-6%[7.66 µM]
CCC(=O)C(CCN1CCOCC1)(c1ccccc1)c1ccccc1	-2%	-11%	-7%	-1	9%	-5	-22%	8%	-10%
Clc1ccc(OCCCN2CCCC2)cc1Cl	-1%	-22%	-12%	-10	?	-36	-2%	?	-29%
C[C@]12CCC3C(CC[C@H]4C[C@@H](O)CC[C@]34C)C1CC[C@@H]2N (some centres undefined)	3%	2%	-6%	8	2%	3	13%	?	-13%
Oc1cc2c(cc1CN1CCN(c3ccccc3F)CC1)OCO2	3%	0%	9%	-24	8%	-22	15%	1%	2%
O=C(Cc1ccccc1)OCCN1CCOCC1	-1%	2%	-2%	0	-3%	5	-11%	4%	19%
O=C1/C(=C/c2ccccc2Cl)N2CCC1CC2	6%	0%	13%	-14	-6%	-4	-4%	2%	-1%
O=C1NC(=O)N(Cc2ccccc2)C(=O)/C1=C/c1cnc(-c2ccccc2)nc1	-88%[inhibitor]	15%	-1%	30	15%	-5	7%	-11%	3%
Cc1sc2ncnc(N3CCC(C(=O)N(C)CC(=O)Nc4ccccc4Cl)CC3)c2c1C	16%	-20%	?	0	-7%	29	?	7%	?
CC1(C)CC(n2[nH]c(=O)c3c2NC(=O)CSC3c2ccc(F)cc2)CCO1 (centres undefined)	-6%	16%	6%	8	7%	4	4%	1%	-2%
CP(=O)(O)CN1CCCCC1	-2%	1%	-2%	12	2%	2	-7%	5%	14%
COC(=O)Cn1cc(/C=C2\C(=O)NC(=O)N(c3ccccc3)C2=O)c2ccccc21	?	8%	11%	9	4%	3	0%	?	-7%
C/C(=N\NC(=O)c1ccccc1Cl)c1c(O)n(C2CCCCC2)c(=O)[nH]c1=O	?	-10%	5%	0	-9%	6	20%	0%	-16%
Cc1ccc(-c2nc(CN3C(=O)CN=C(c4ccccc4)c4cc(Cl)ccc43)c(C)o2)cc1	/	/	3%	/	/	6	1%	/	0%
COc1ccc(C=CC(=O)c2c(OC)cc(OC)c(OC)c2O)cc1	?	?	0%	-63*	-21%	3	?	?	?
Nc1ccc(C#Cc2ccc3c(=O)c4ccccc4oc3c2)cc1	16µM*	-15%	-1%	?	-1%	-27	?	?	204%[activator]
CCC(=Nc1ccc(OC)cc1OC)c1c(O)n(C2CCCCC2)c(=O)[nH]c1=O	17%	-22%	-6%	-2	-13%	11	-1%	?	-18%
Brc1ccc(CN2CCNCC2)s1	1%	-20%	?	-2	-27%	-15	?	0%	4%

Not all compounds are listed, so the mix of outcomes need not match the whole.
